GSIS activator – GLuc luminescence reporter in INS-1E cells, primary screen for activators of glucose-dependent secretion of insulin. INS-1E GLuc reporter insulin secretion, 2-3 h. activation, % at 16.6 µM. actives 0.61% (n = 370,000). AID 743287;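 active = lowest replicate activation of at least 40%, so every replicate reaches that level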;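 also: 0% = median of neutral control wells and 100% = median of IBMX positive control wells; some compounds called inactive have numbers as strong as hits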
FN deposit inh – fibronectin deposition inhibition; AH1F fibroblasts, Alexa488-fibronectin deposition fluorescence, overnight; actives 0.086% (n = 350,000); inhibition, % at 12.6 µM; AID 743247;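 active = mean inhibition across replicates of 30% or more, regardless of how many single replicates reach that level; inconclusive = mean under 30% yet at least half of replicates reach 30%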;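 also: positive control wells lacked labelled fibronectin entirely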
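test system = AH1F fibroblasts assembling fluorescent fibronectin matrix | quantity = 10000 AH1F cells per well | buffer or medium = DMEM plus 2% serum, read in PBS | doses = single dose, pinned | incubation = 1 h cell attachment, overnight exposure to compound and label | detection = fluorescence at 485 nm excitation, 525 nm emission | read-out basis = inhibition from reduced deposited-fibronectin fluorescence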
PAX8 reporter – inhibitors of PAX8 transcriptional activity in RMG-I cells | inhibition, % at 12.6 µM | AID 652154 | actives 1.2% (n = 360,000) | RMG-I TPO-luciferase reporter, SteadyGlo, 24 h;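 active = mean replicate inhibition at least 60% with every replicate also reaching 60%; inconclusive = only one of the two criteria is met; inactive = mean below 60% and not all replicates reaching 60%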;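 also: luciferase light reporting Pax8 driven TPO promoter activity; plate controls were median of neutral control wells for no effect and mitoxantrone controls for full effect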
DENV2 CPE – DENV2-induced cell death inhibition | DENV2-infected cells, cytopathic effect rescue, plate reader | CPE inhibition, % at 9.99 µM | actives 1.7% (n = 350,000) | AID 651640; in the data active = CPE inhibition above about 20%, passing the limit was not always enough; inconclusive = no clear call, values can overlap the other calls; tested in BHK-21 cells;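 also: 0% = median of neutral control wells and 100% = median of positive control wells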
EWS-Fli inh – blocks EWS/Fli oncoprotein-driven transcription. A673 NR0B1-luciferase reporter, viability-normalised. actives 0.67% (n = 350,000). inhibition, % at 12.6 µM;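 active = mean inhibition of at least 50% after viability correction, with every replicate also passing that limit; inconclusive = mean reaches 50% but only one of two replicates passes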;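 also: firefly luciferase signal divided by Alamar Blue viability fluorescence both relative to DMSO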
CFTR F508del cor – CFTR F508del correction in bronchial cells; CFBE cells, YFP halide quenching; stimulated with forskolin plus potentiator P3; % fluorescence drop versus neutral controls; activity (quench increase), % at 7.58 µM; actives 0.36% (n = 350,000); AID 720511;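 active = mean added fluorescence quench of at least 8% versus neutral control, with both replicates also reaching 8%; inconclusive = only one of the mean or replicate conditions met; inactive = mean below 8% and not both replicates reaching 8%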;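 also: cells transiently co-express mutant CFTR-F508del with the halide-sensitive YFP; corrector assay measuring rescue of mutant channel to the surface after 24 h compound exposure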
miR122 inh – miR-122 inhibition in Huh7 cells. Huh7 miR-122 Renilla luciferase sensor, 48 h; neutral wells = 0, positive control = 100. activation (reporter increase), % at 12.5 µM. actives 0.3% (n = 340,000);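 active = mean replicate activation score at least 90 and every replicate individually at or above 90; inconclusive = only one of the two criteria met; inactive = neither criterion met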;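 also: higher luciferase means less miR-122 activity so hits act as miR-122 inhibitors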
* marks the source's active call; other numbers are inactive results; ? = inconclusive; . = no result given; [ ] = dose if it differs, or a comment. These rows are one share of the data; the hit share may differ from the screen's.

SMILES	GSIS activator	FN deposit inh	PAX8 reporter	DENV2 CPE	EWS-Fli inh	CFTR F508del cor	miR122 inh
COC(=O)C1=C(c2ccccc2OCc2ccccc2)C[C@@H]2CC[C@H]1N2C(=O)NCc1ccc(Br)cc1	-2	-3	23	-2	3	-0.2	-4
CC12CCC3C(CCC4C/C(=N/O)CCC43C)C1CCC2O (stereo unspecified)	-1	0	3	-5	-2	.	.
C=CCn1c(O)c(C=Nc2ccc(F)cc2)c(=O)[nH]c1=O	5	2	-17	4	12	-0.2	2
Cc1cccc(N=C2c3cc([N+](=O)[O-])ccc3-c3c2cc([N+](=O)[O-])cc3[N+](=O)[O-])c1	-41	6	66*	-5	31	-2.5	0
Cc1ccc(NS(=O)(=O)c2ccc(OCC(=O)N3CCN(C)CC3)cc2)cc1	-3	8	-4	-7	.	-0.5	13
C=Cn1ccnc1P(O)(=S)c1nc(C)c(CCOC(C)=O)s1 (stereo unspecified)	-5	-8	-8	4	6	-1.5	0
c1ccc(CN2CCNCC2)nc1	.	-1	4	-5	21	-0.2	.
O=C(c1ccc(F)cc1)C(Cc1ccccc1)N1CCCCC1 (stereo unspecified)	15	.	-25	-2	-18	3.8	-2
CC(C)OC(=O)C1C(c2ccc(I)cc2)CC2CCC1N2C (stereo unspecified)	16	.	.	4	-3	5.0	.
Cc1cccc(OP(N)(=O)Oc2cccc(C)c2)c1	13	2	-2	4	5	1.5	.
CCOc1cc2c(cc1OCC)-n1cccc1C(c1ccccc1O)NC2 (stereo unspecified)	-4	6	18	-2	25	-4.2	-12
COC(=O)C(=O)N1CC2(C)CNCC(C)(C1)C2=O	4	3	-6	7	0	0.8	-1
O=P(O)(Oc1ccccc1)OC(c1ccccc1)C(F)(F)F (stereo unspecified)	11	-9	-3	?	-1	-1.2	3
O=[N+]([O-])c1ccc(Cl)c([N+](=O)[O-])c1	.	.	19	6	45	-5.9	15
CC(C)[C@H]1CC2C3CC=C4C[C@@H](O)CC[C@]4(C)C3CC[C@]2(C)[C@H]1O (stereo partly specified)	.	2	16	5	2	1.1	-1
COc1cccc(CNCCc2cccc(F)c2)c1OC	-6	5	-61	3	-35	-0.8	.
Cc1ccc(OCCOc2cccc(C=C3C(=O)NC(=O)NC3=O)c2)c(C)c1	.	0	38	-4	?	-2.8	.
COc1ccc(N2CCN(Cc3nc4ccccc4[nH]3)CC2)cc1	-5	2	3	0	7	-0.8	-2
CC=Cc1ccc2n(c1=O)C[C@H]1[C@H](CO)[C@@H](C(=O)OC)[C@@H]2N1CC1CCCC1 (mixture of isomers)	-3	.	.	?	-5	0.2	.
COC(=O)C1=C(c2ccc(OCc3ccccc3)cc2)C[C@@H]2CC[C@H]1N2C(=O)NCc1ccccc1C(F)(F)F	-2	4	36	1	12	1.7	-2
CCC(=Nc1ccc(OC)cc1OC)c1c(O)[nH]c(=O)[nH]c1=O	.	-1	11	.	.	.	5
COP(=O)(OC)C(NS(=O)(=O)c1ccccc1)C(Cl)(Cl)Cl (stereo unspecified)	3	-1	5	-7	6	-1.2	-8
O=c1[nH]c(=O)n(-c2ccccc2F)c(O)c1C=NCCC1=CCCCC1	4	2	-12	-8	2	0.2	3
CCN1CCC(NCC2CCCCC2)CC1	1	-8	4	32*	6	-1.6	4
Cc1nn(Cc2ccccc2)c(C)c1C=C1C(=O)NC(=O)NC1=O	-25	-7	.	.	.	.	-2
O=C1NC(=S)NC(=O)C1C/C=C/c1ccccc1	4	.	.	.	0	-2.2	0
O=C(Cc1cccnc1)N1CCCCN2[C@H](CO)[C@H](c3ccc(/C=C/c4ccccc4)cc3)[C@H]2C1	-12	.	11	25*	6	1.3	-1[16.7 µM]
COC(=O)[C@@H]1[C@@H](CO)[C@@H]2Cn3c(ccc(C4=CCCCC4)c3=O)[C@H]1N2C(=O)CC1CC1	4	.	8	?	2	0.3	2[16.7 µM]
CS(=O)(=O)c1ccc(C2=C(CNC(=O)c3nccs3)[C@H]3CC[C@@H](C2)N3Cc2ccccc2)cc1	4	0	8	?	6	0.4	-2
O=C(Cc1ccccc1)N1CCCCN2[C@@H](CO)[C@@H](c3ccc(-c4ccccc4)cc3)[C@@H]2C1	-24	.	5	-10	.	0.7	-4[16.7 µM]

The closing 5 entries of the section before lead into the next.
SMILES	GSIS activator	FN deposit inh	PAX8 reporter	DENV2 CPE	EWS-Fli inh	CFTR F508del cor	miR122 inh
O=C1NC(=S)NC(=O)C1C/C=C/c1ccccc1	4	.	.	.	0	-2.2	0
O=C(Cc1cccnc1)N1CCCCN2[C@H](CO)[C@H](c3ccc(/C=C/c4ccccc4)cc3)[C@H]2C1	-12	.	11	25*	6	1.3	-1[16.7 µM]
COC(=O)[C@@H]1[C@@H](CO)[C@@H]2Cn3c(ccc(C4=CCCCC4)c3=O)[C@H]1N2C(=O)CC1CC1	4	.	8	?	2	0.3	2[16.7 µM]
CS(=O)(=O)c1ccc(C2=C(CNC(=O)c3nccs3)[C@H]3CC[C@@H](C2)N3Cc2ccccc2)cc1	4	0	8	?	6	0.4	-2
O=C(Cc1ccccc1)N1CCCCN2[C@@H](CO)[C@@H](c3ccc(-c4ccccc4)cc3)[C@@H]2C1	-24	.	5	-10	.	0.7	-4[16.7 µM]
CCOC(=O)[C@]12Cc3cc(OC)ccc3[C@H]1N(CCC(=O)OC)C(=O)c1cc(OC)ccc12	-30	16	-5	-10	9	4.9	.
COc1ccc(CC(=O)N2C[C@H]3C[C@@H](C2)c2cccc(=O)n2C3)cc1	.	.	.	27*	-6	1.3	5
COC(=O)[C@@H]1[C@@H](CO)[C@@H]2Cn3c(ccc(/C=C/c4ccccc4)c3=O)[C@H]1N2CC1CCCC1	-7	.	29	11	3	-0.7	-13[16.7 µM]
O=C1NCN(c2ccccc2)C12CCN(C(c1ccccc1)c1nnnn1C1CCCC1)CC2 (stereo unspecified)	-12	-6	-18	-6	0	1.8	6
CCN(C(=O)COC(=O)c1cn(C)c2ccccc12)c1ccc(F)cc1	-37	-5	26	-5	-28	1.4	1
CCOC(=O)c1cc(C(O)(C(=O)OC)C(F)(F)F)c(/N=C/N(C)C)o1 (stereo unspecified)	.	2	8	.	.	.	-6
CC(=O)O[C@H]1C[C@@H]2OC3C=C(C)CCC3(C)[C@@]1(C)[C@@]21CO1 (stereo partly specified)	.	6	110*	106*	27	-0.4	-4
COC(=O)C1=C(c2ccc(-c3ccccc3)c(F)c2)C[C@@H]2CC[C@H]1N2C(=O)NCCOc1ccc(OC)cc1	-18	-1	13	-8	0	2.7	6
Cc1ccsc1C(=O)C1CCCN(Cc2cn(C)nc2C)C1 (stereo unspecified)	3	-5	-5	-3	-3	-2.5	.
CCC(C)N1CCN(C(=O)COc2ccc3ccccc3c2)CC1 (stereo unspecified)	-4	-6	14	-4	-1	3.0	0
O=C(c1ccccc1)C(Cc1ccccc1)N1CCOCC1 (stereo unspecified)	22	6	-27	4	-1	-0.6	.
C=CCCC1(CC(C)C)C(=O)NC(=S)NC1=O	8	-8	6	-2	-6	0.7	.
O=[N+]([O-])c1ccc(N2CCCC2)c2ccncc12	20	10	-5	1	-17	1.3	.
CN1CCC(O)(c2ccc(Cl)cc2)C(C(=O)c2ccc(Cl)cc2)C1 (stereo unspecified)	15	-5	-7	7	2	0.7	.
CCCn1nc2ccccc2c1P(=O)(N1CCOCC1)N1CCOCC1	4	-9	.	.	.	.	4
O=C(NC(=O)c1c(F)cccc1F)Nc1cc(Cl)c(F)c(Cl)c1F	-2	3	21	2	-5	1.4	.
CN(C)C(=O)Oc1ccnc2cc(Cl)ccc12	12	4	2	0	-11	-0.8	-8
COC1=CCC2([N+](=O)[O-])CN(C)CC1([N+](=O)[O-])C2 (stereo unspecified)	3	-7	13	.	4	-1.5	.
O=C(NC1CCCCC1)N1Cc2cc(N3CCOCC3)ccc2-n2nncc2C1	-6	5	-5	6	-14	0.4	-3
COc1ccc(CNCCc2c[nH]c3ccccc23)c(OC)c1C	-34	4	7	1	19	3.6	-4
COC(=O)C1=C(c2ccc(F)cc2OCc2ccccc2)C[C@@H]2CC[C@H]1N2C(=O)NCCCc1ccccc1	-14	-13	-2	-1	18	-0.1	.
CC(=O)NCC1=C(c2ccc(S(C)(=O)=O)cc2)C[C@@H]2CC[C@H]1N2CCOc1ccccc1	-11	9	-3	4	8	-3.1	.
CC(=O)N(C1=NCCCS1)c1ccccc1Cl	-29	2	-1	4	1	1.7	0
COc1ccc(NC(=S)N2Cc3ccccc3-n3nncc3C2)c(OC)c1	4	7	-1	25*	4	-2.1	-3
Cc1ccc(-n2c(O)c(/C=C/C=Nc3ccccc3)c(=O)[nH]c2=O)cc1	0	-4	18	-6	-6	0.2	.
Cc1c(C(c2ccc(Br)cc2)c2c(O)c3ccccc3oc2=O)c(=O)n(-c2ccccc2)n1C (stereo unspecified)	4	3	-16	-6	1	-3.4	-13
CCOC(=O)c1c(-n2c(C)cc(/C=C3/C(=O)NC(=O)N(CC)C3=O)c2C)sc2c1CCCC2	-6	12	-5	.	.	.	1
CCN(CC)c1ccc(CNCCc2ccccc2F)cc1	-25	0	-1	.	9	7.1	.
C[C@H]1COc2cccc(N3CCN(C)CC3)c2S(=O)(=O)N1	15	8	-10	-3	6	1.4	.
CCN1C[C@]2(OC(=O)c3ccccc3NC(C)=O)CCC(OC)C34C5C[C@H]6C(OC)[C@]5(O)[C@](O)(C[C@@H]6OC)C(C[C@@H]32)[C@H]14 (stereo partly specified)	4	-4	9	0	8	-0.6	3
CC(C)N1CCN(Cc2ccc3c(c2)OCCO3)CC1CCO (stereo unspecified)	.	-5	-6	5	-11	-0.8	1
O=[N+]([O-])O[C@H]1CO[C@H]2[C@@H]1OC[C@H]2O[N+](=O)[O-]	.	-4	-2	9	-2	1.1	-3
CCCc1nc2ccc(Br)cc2c(=O)n1-c1ccc([N+](=O)[O-])c(C(F)(F)F)c1	-23	-8	93*	.	.	.	-12
Cc1ccc(C(=O)NC2CC3CCC(C2)N3)cc1 (stereo unspecified)	-2	-10	-10	.	5	2.1	-6
O=C(Cc1cccnc1)N1CCCCN2[C@H](CO)[C@@H](c3ccc(/C=C/c4ccccc4)cc3)[C@H]2C1	-15	.	-8	1	-11	-0.5	-4[16.7 µM]
Cc1nn(Cc2ccccc2)c(C)c1C(=O)OCC(=O)NC1CCS(=O)(=O)C1 (stereo unspecified)	-7	5	-6	.	.	.	-12
O=C(Cc1ccccc1)N1CCCCN2[C@H](C1)[C@@H](c1ccc(-c3ccccc3)cc1)[C@@H]2CO	-14	.	-14	-1	.	0.1	7[16.7 µM]

Molecules shown so far containing an NH in an aromatic ring (6):
SMILES	GSIS activator	FN deposit inh	PAX8 reporter	DENV2 CPE	EWS-Fli inh	CFTR F508del cor	miR122 inh
C=CCn1c(O)c(C=Nc2ccc(F)cc2)c(=O)[nH]c1=O	5	2	-17	4	12	-0.2	2
COc1ccc(N2CCN(Cc3nc4ccccc4[nH]3)CC2)cc1	-5	2	3	0	7	-0.8	-2
CCC(=Nc1ccc(OC)cc1OC)c1c(O)[nH]c(=O)[nH]c1=O	.	-1	11	.	.	.	5
O=c1[nH]c(=O)n(-c2ccccc2F)c(O)c1C=NCCC1=CCCCC1	4	2	-12	-8	2	0.2	3
COc1ccc(CNCCc2c[nH]c3ccccc23)c(OC)c1C	-34	4	7	1	19	3.6	-4
Cc1ccc(-n2c(O)c(/C=C/C=Nc3ccccc3)c(=O)[nH]c2=O)cc1	0	-4	18	-6	-6	0.2	.

High-throughput results as filed in PubChem.
